EPAC1 ag = qHTS for Agonist of cAMP-regulated guanine nucleotide exchange factor 3 (EPAC1): primary screen; AID 720707, 2013; Potency, µM (titrated, usually from 154 µM), inactives show at the top dose activation, actives largely listed as activators; 360,000 compounds, 0.073% hits; EPAC1 agonist qHTS, biochemical assay; response scale: 100% = response to 6.5 mM cAMP; further: potency means the concentration at half of the fitted maximal effect; nearly all actives have a fitted effect of over 60% in size
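EPAC1 100 nM, Rap1B–BODIPY-GDP 250 nM, unlabeled GDP 50 uM; compound titration; 5 min RT; kinetic read ex480/em540 at 5-min intervals ×30 min; data normalized to 6.5 mM cAMP agonist control.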
EPAC1 antag = qHTS for Antagonist of cAMP-regulated guanine nucleotide exchange factor 3 (EPAC1): primary screen; Rap guanine nucleotide exchange factor 3 (Homo sapiens), O95398; EPAC1 GEF assay, Rap1b-BODIPY-GDP exchange fluorescence; Potency, µM (series often up to 115 µM), for the others: top-dose activity change, negative = inhibition, actives largely listed as inhibitors; 360,000 compounds, 0.14% hits; AID 720709, 2013;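 further: potency means the concentration at half of the fitted maximal effect; plate controls were vehicle for no effect and positive control for full effect; nearly all actives have a fitted effect of over 50% in size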
EPAC2 antag = qHTS for Antagonist of cAMP-regulated guanine nucleotide exchange factor 2 (EPAC2): primary screen; Rap guanine nucleotide exchange factor 4 (Homo sapiens), Q8WZA2; EPAC2 GEF exchange of Rap1B-BODIPY-GDP, fluorescence; Potency, µM (top dose mostly 114 µM), inactives show at the highest dose activity, negative = inhibition, usual class: inhibitors; 360,000 compounds, 0.18% hits; further: potency means the concentration at half of the fitted maximal effect; on the % scale 0 is the no-effect control and ±100 the full control effect; nearly all actives have a fitted effect of over 45% in size; many of its hits are not listed in these tables
PI5P4K alpha inh = qHTS for Inhibitors of phosphatidylinositol 5-phosphate 4-kinase (PI5P4K); 330,000 compounds, 1.2% hits; max response, %; Phosphatidylinositol 5-phosphate 4-kinase type-2 alpha (Homo sapiens), P48426; PI5P4Kalpha enzyme, ADP-Glo luminescence, 60 min; hits give low values; active means max response of -50% or lower; inconclusive means between -30% and -50%; inactive means -30% or higher; further: value at the top dose of about 77 µM; on the % scale 0 is the no-effect control and ±100 the full control effect
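ADP-Glo luminescence end-point read after a 60 min room-temperature kinase reaction of PI5P4Kalpha plus substrate, initiated with ATP at 5 microM final. Buffer: 0.038 M HEPES pH 7.4, EGTA, 0.1% CHAPS, 5% DMSO.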
CCT chaperon mod = High-Throughput Screening for Modulators of Cytosolic Chaperonin Activity; activity change, % (test concentration not listed), hits read low; 360,000 compounds, 0.3% hits; purified chaperonin ATPase assay, HTRF ADP detection, 30 min; in the data active means activity change below about -30%; further: on the % scale 0 is the no-effect control and ±100 the full control effect
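Enzyme 40 or 20 nM (batch-dependent) in Tris pH 7.4/KCl/MgCl2/DTT; cpd 76 uM single point; ATP 10 uM; 30 min 37 °C; Transcreener ADP HTRF detection, 30 min RT; ratio 665/615.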
PLK1 PBD block = qHTS for Inhibitors of PLK1-PDB (polo-like kinase 1 - polo-box domain): Primary Screen; AID 720504, 2013; Potency, µM, inactives show max response, negative = inhibition, actives largely listed as inhibitors; Plk1 PBD binding of FITC phosphopeptide, fluorescence polarization; 360,000 compounds, 2.8% hits; Serine/threonine-protein kinase PLK1 (Homo sapiens), P53350; further: potency means the concentration at half of the fitted maximal effect; series mostly up to about 57 µM; on the % scale 0 is the no-effect control and ±100 the full control effect; nearly all actives have a fitted effect of over 65% in size
WRN helicase inh = qHTS for Inhibitors of WRN Helicase. Bifunctional 3'-5' exonuclease/ATP-dependent helicase WRN (Homo sapiens), Q14191. WRN helicase unwinding, fluorescent forked duplex, kinetic. Potency, µM (titrated, usually from 114 µM), for the others: top-dose activity change, negative = inhibition, hits mostly inhibitors. 360,000 compounds, 0.46% hits; further: potency means the concentration at half of the fitted maximal effect; on the % scale 0 is the no-effect control and ±100 the full control effect; nearly all actives have a fitted effect of over 55% in size
Target sequence (Q14191 whole entry, looked up): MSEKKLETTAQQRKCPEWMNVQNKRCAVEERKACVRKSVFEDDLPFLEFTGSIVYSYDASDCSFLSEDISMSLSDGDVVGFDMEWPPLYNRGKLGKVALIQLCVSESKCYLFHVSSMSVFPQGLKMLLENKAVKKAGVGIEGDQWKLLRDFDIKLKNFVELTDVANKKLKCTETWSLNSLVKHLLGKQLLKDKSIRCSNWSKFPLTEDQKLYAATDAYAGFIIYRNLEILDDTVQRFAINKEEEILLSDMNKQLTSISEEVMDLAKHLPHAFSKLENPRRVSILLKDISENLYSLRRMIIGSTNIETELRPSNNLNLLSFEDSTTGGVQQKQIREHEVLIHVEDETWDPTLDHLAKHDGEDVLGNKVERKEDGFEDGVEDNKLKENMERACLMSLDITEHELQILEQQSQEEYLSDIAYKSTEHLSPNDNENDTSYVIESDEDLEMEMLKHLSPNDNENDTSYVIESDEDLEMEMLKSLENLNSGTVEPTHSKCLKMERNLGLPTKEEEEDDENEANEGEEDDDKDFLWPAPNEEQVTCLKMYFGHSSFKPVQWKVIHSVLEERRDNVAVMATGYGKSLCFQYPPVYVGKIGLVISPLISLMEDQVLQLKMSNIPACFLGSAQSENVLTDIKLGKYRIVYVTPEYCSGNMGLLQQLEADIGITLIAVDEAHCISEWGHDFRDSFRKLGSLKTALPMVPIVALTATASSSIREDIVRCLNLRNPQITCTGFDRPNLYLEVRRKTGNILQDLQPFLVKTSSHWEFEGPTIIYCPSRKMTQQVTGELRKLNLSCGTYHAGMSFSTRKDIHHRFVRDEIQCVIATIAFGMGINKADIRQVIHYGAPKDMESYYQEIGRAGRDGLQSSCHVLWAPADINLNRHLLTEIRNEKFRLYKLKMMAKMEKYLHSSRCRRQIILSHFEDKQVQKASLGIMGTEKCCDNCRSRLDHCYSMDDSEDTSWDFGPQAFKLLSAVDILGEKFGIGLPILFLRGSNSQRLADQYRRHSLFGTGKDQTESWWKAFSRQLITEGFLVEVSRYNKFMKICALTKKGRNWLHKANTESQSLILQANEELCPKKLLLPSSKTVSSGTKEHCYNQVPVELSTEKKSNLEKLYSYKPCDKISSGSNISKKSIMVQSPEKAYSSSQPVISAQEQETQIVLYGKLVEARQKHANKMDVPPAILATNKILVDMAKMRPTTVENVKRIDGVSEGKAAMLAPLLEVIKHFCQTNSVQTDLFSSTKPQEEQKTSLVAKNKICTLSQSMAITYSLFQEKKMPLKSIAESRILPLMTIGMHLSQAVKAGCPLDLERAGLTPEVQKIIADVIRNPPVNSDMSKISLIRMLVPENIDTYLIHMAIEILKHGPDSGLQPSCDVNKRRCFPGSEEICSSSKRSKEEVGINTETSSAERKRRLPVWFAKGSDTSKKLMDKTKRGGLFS
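Kinetic fluorescence helicase assay: unwinding of a quenched forked DNA duplex (100 nM final) with 2 mM ATP final raises red fluorescence (525/598 nm). Compounds sat 15 min at room temperature with 20 nM WRN beforehand.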
MmCpn inh = Inhibitors of TCP-1 ring complex (TRiC) of Methanococcus maripaludis (MmCpn): qHTS. Chaperonin Mm-Cpn (Methanococcus maripaludis). purified Mm-Cpn ATPase, ADP Transcreener TR-FRET. Potency, µM (series often up to 76.9 µM), inactives show top-dose activity, negative = inhibition, hits mostly inhibitors. 330,000 compounds, 0.031% hits; further: potency means the concentration at half of the fitted maximal effect; on the % scale 0 is the no-effect control and ±100 the full control effect; nearly all actives have a fitted effect of over 80% in size
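Compound-treated chaperonin, 25 nM final, turns over 10 uM ATP at 37°C for 30 min following a 10 min preincubation; ADP generated competes with ADP-d2 for Eu-cryptate antibody, lowering FRET.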
* marks the source's active call; other numbers are inactive results; u = inconclusive; x = no result given; [ ] = remark or other dose. Unless noted, the call rests on the fitted dose curve; in most records, active means well fitted curve in the direction sought with a large enough effect; inconclusive means small, poorly fitted or top-dose-only effect, or another doubt; inactive means no such curve, though single readings can be large; an effect the other way counts as inactive or inconclusive.

Structure	EPAC1 ag	EPAC1 antag	EPAC2 antag	PI5P4K alpha inh	CCT chaperon mod	PLK1 PBD block	WRN helicase inh	MmCpn inh
CCOC(=O)C1CCCN(C(=O)c2ccc3nc(-c4ccccc4)c(-c4ccccc4)nc3c2)C1 (centres undefined)	-2%	-21%	2%	6	-2.5	-7%	-2%	40µM*
Cc1cc(SCC(=O)Nc2cccc(S(=O)(=O)NC3=NCCCCC3)c2)c(C)cc1Br	15%	u	-13%	3	-1.8	-19%	-7%	1%
CCN(CC)c1nc2cc(C)ccc2cc1/C=C(\C#N)C(N)=O	-14%	-5%	4%	0	2.1	6%	12%	-1%
O=C(NCC1CCCO1)C1CCN(S(=O)(=O)c2cc(Cl)ccc2Cl)CC1 (centres undefined)	4%	1%	0%	1	-0.4	1%	1%	2%
Cc1ccnc(SCc2cc(=O)c(OC(=O)c3ccc(Cl)c([N+](=O)[O-])c3)co2)n1	-1%	19%	7%	3	2.4	u	-7%	-2%
O=C(O)CCN(Cc1ccccc1)S(=O)(=O)c1ccc(Cl)cc1F	4%	u	2%	0	1.2	-4%	1%[57.1 µM]	-2%
CN(C(=O)Cn1cccc1C1=NC(c2ccccc2)CO1)c1ccccc1 (centres undefined)	6%	-2%	-4%	9	-7.9	-11%	-12%	2%
COc1ccccc1-c1nnc(SCC(=O)NCc2c(C)c(Cl)cc(C(C)C)c2O)o1	21%	u	-20%	x	-0.8	-1%	-11%	0%

Structure	EPAC1 ag	EPAC1 antag	EPAC2 antag	PI5P4K alpha inh	CCT chaperon mod	PLK1 PBD block	WRN helicase inh	MmCpn inh
COc1ccc(CN(C)C[C@H]2OCCCC[C@@H](C)Oc3ccc(NS(C)(=O)=O)cc3C(=O)N([C@H](C)CO)C[C@@H]2C)cc1	-9%	5%	6%	0	0.0	1%	8%	x
COc1ccc(/C=C/C(=O)OCC(=O)c2c(N)n(C)c(=O)n(C)c2=O)cc1	-2%	7%	18%	7	0.0	-12%	2%	0%
CCN(CCO)Cc1csc2cccc(Br)c12	-8%	4%	2%	-3	-0.8	-8%	-23%	0%
O=S(=O)(CC(O)COc1ccccc1Cl)c1ccccc1 (centres undefined)	-3%	-5%	5%	-9	-1.3	-1%	0%	-1%
CCCCNC(=O)Cn1nc(-c2ccc(C)cc2)ccc1=O	6%	-28%	6%	1	-4.1	-9%	-4%	-2%
O=C(O)c1[nH]c2ccccc2c1C(c1cccc(O)c1)c1c(C(=O)O)[nH]c2ccccc12	-11%	u	1%	-10	-3.3	u	-10%	-1%
O=C(NC(c1ccccc1)c1ccccc1)N1CCN(CCO)CC1	-9%	-1%	10%	x	-1.2	1%	4%	0%
CC(C)(O)C#Cc1ccc(C(=O)N2CCN(c3ccc(F)cc3)CC2)cc1	-4%	u	-17%	3	-1.8	-23%	3%[57.1 µM]	-1%

Structure	EPAC1 ag	EPAC1 antag	EPAC2 antag	PI5P4K alpha inh	CCT chaperon mod	PLK1 PBD block	WRN helicase inh	MmCpn inh
CN1OC[C@@H]2CN(C(=O)CCc3ccccc3)[C@H](c3cccc(Oc4ccccc4)c3)C[C@@H]21	-9%	-24%	-19%	-1	-2.6	-2%	-11%	x
CCc1cc2c(=O)n(C(C)C(=O)OC3CCCCC3)cnc2s1 (centres undefined)	5%	-12%	u	13	-0.1	-1%	-11%	1%
Cc1cccc(S(=O)(=O)N2CN(CC3CCCO3)c3nc4ccccc4nc32)c1 (centres undefined)	9%	-4%	-23%	1	0.4	-13%	-13%	0%
Cn1c(C=O)c(C#CC(C)(C)O)c2ccccc21	13%	4%	-2%	-8	-1.3	-25%	3%	-2%
O=C1/C(=C/c2cccnc2)SC(=S)N1CC1CCCO1 (centres undefined)	9%	-2%	-7%	-7	0.5	-8%	-6%	-15%
Cc1ccc(NC(=O)C2CCCN2C(=O)Oc2ccccc2)cc1C (centres undefined)	-6%	-10%	-2%	15	-2.7	-5%	-2%	0%
COC(=O)c1ccc2c(c1)SC1=C(CCCC1=O)N2	-2%	1%	-2%	0	-1.9	-23%	79µM*	-7%
O=C(Nc1ccc(NS(=O)(=O)c2ccccc2)c(Cl)c1)c1ccccc1	-5%	-24%	11%	-9	1.1	-2%	-9%	x

Structure	EPAC1 ag	EPAC1 antag	EPAC2 antag	PI5P4K alpha inh	CCT chaperon mod	PLK1 PBD block	WRN helicase inh	MmCpn inh
O=C(c1cc(-c2cccc(Cl)c2)on1)N1CCN(c2ccc(F)cc2)CC1	6%	-10%	-18%	-2	-0.2	-11%	1%	1%
COc1ccccc1C(=O)NCCC(=O)NCC1CCCCC1	1%	0%	13%	1	-4.2	0%	-7%	1%
CCn1ncc(C2=NOC(C(=O)NCC(C)C)C2)c1C (centres undefined)	13%	0%	2%	-3	-1.1	-2%	-4%	1%
CC1CCN(c2ccc3nnc(CCC(=O)Nc4cc(F)ccc4F)n3n2)CC1	8%	u	-2%	0	-0.1	-4%	6%	4%
CC(C)c1nc(NCCN2CCOCC2)c(C#N)c2c1COC(C)(C)C2	5%	-2%	1%	0	-1.9	-6%	-2%	2%
Cc1ccc(/C(O)=C/c2nc3ccccc3oc2=O)cc1	2%	20%	9%	0	0.8	36%[activator]	-15%	1%
O=C(CCCCCN1C(=O)c2cccc([N+](=O)[O-])c2C1=O)NCCc1ccccc1	6%	-17%	4%	-17	-2.3	0%	0%	x
C[C@H]1CN([C@@H](C)CO)C(=O)c2cc(Br)cnc2O[C@@H]1CN(C)C(=O)NC1CCCCC1	-9%	21%	0%	4	-9.5	4%	10%	x

In another format: 10 of the compounds above
Below each SMILES: EPAC1 ag, EPAC1 antag, EPAC2 antag, PI5P4K alpha inh, CCT chaperon mod, PLK1 PBD block, WRN helicase inh, MmCpn inh
- Cn1c(C=O)c(C#CC(C)(C)O)c2ccccc21
  13%, 4%, -2%, -8, -1.3, -25%, 3%, -2%
- O=C1/C(=C/c2cccnc2)SC(=S)N1CC1CCCO1 (centres undefined)
  9%, -2%, -7%, -7, 0.5, -8%, -6%, -15%
- Cc1ccc(NC(=O)C2CCCN2C(=O)Oc2ccccc2)cc1C (centres undefined)
  -6%, -10%, -2%, 15, -2.7, -5%, -2%, 0%
- COC(=O)c1ccc2c(c1)SC1=C(CCCC1=O)N2
  -2%, 1%, -2%, 0, -1.9, -23%, 79µM*, -7%
- O=C(Nc1ccc(NS(=O)(=O)c2ccccc2)c(Cl)c1)c1ccccc1
  -5%, -24%, 11%, -9, 1.1, -2%, -9%, x
- O=C(c1cc(-c2cccc(Cl)c2)on1)N1CCN(c2ccc(F)cc2)CC1
  6%, -10%, -18%, -2, -0.2, -11%, 1%, 1%
- COc1ccccc1C(=O)NCCC(=O)NCC1CCCCC1
  1%, 0%, 13%, 1, -4.2, 0%, -7%, 1%
- CCn1ncc(C2=NOC(C(=O)NCC(C)C)C2)c1C (centres undefined)
  13%, 0%, 2%, -3, -1.1, -2%, -4%, 1%
- CC1CCN(c2ccc3nnc(CCC(=O)Nc4cc(F)ccc4F)n3n2)CC1
  8%, u, -2%, 0, -0.1, -4%, 6%, 4%
- CC(C)c1nc(NCCN2CCOCC2)c(C#N)c2c1COC(C)(C)C2
  5%, -2%, 1%, 0, -1.9, -6%, -2%, 2%

The results go on:
Structure	EPAC1 ag	EPAC1 antag	EPAC2 antag	PI5P4K alpha inh	CCT chaperon mod	PLK1 PBD block	WRN helicase inh	MmCpn inh
Cc1nnc(SCCn2c(N3CCN(Cc4ccccc4)CC3)nc3c2c(=O)[nH]c(=O)n3C)s1	6%	4%	2%	x	0.6	-8%	-15%	0%
NS(=O)(=O)c1ccc(CCNS(=O)(=O)c2ccc3c(c2)NC(=O)CO3)cc1	20%	0%	5%	2	-1.0	-2%	-4%	0%
Nc1n[nH]c(=S)n1-c1ccc(Cl)cc1	-6%	-8%	-8%	-54*	1.7	12µM*	4%	2%
O=C1NC(=S)S/C1=C\c1cc(Cl)ccc1Cl	-7%	u	56µM*	-62*	-3.0	21µM*	u	x
CCCC1OC23CCCCC2C(C#N)(C#N)C1(C#N)C(=N)O3 (centres undefined)	11%	29%	-8%	1	-2.5	-4%	u	-1%
CN1CCN(C(CNS(=O)(=O)c2cccs2)c2cccnc2)CC1 (centres undefined)	-5%	-14%	7%	6	-4.9	-9%	-4%	-16%
COc1ccc(S(=O)(=O)N2CCOCC2)cc1NC(=O)c1cc(=O)[nH]c2ccccc12	-9%	-3%	10%	2	-2.0	-7%	3%	0%
COc1ccccc1CNC(=O)C1CCCN(S(=O)(=O)c2ccc3c(c2)CC(C)N3C(C)=O)C1 (centres undefined)	4%	-11%	4%	3	-0.9	-13%	5%	-3%

Structure	EPAC1 ag	EPAC1 antag	EPAC2 antag	PI5P4K alpha inh	CCT chaperon mod	PLK1 PBD block	WRN helicase inh	MmCpn inh
O=C(COC(=O)c1ccc([N+](=O)[O-])o1)NC1CCCCC1	2%	2%	-1%	0	0.9	-22%	-2%[11.6 µM]	-3%
O=C(Nc1nnc(S(=O)(=O)N2CCCC2)s1)c1ccccc1F	-2%	-17%	-20%	1	-0.1	-4%	-10%	2%
CCOC(=O)c1cc2c(c(-c3ccccc3)n1)[C@H](CCO)N(S(=O)(=O)C(C)(C)C)C2	-5%	23%	8%	0	0.2	-1%	-8%	x
NC(=O)CSc1n[nH]c(-c2ccco2)n1	4%	-19%	1%	1	-0.5	-7%	-3%	-19%
Cn1c(SCC(=O)Nc2cc(Cl)cc(Cl)c2)nnc1-c1ccc2nonc2c1	-4%	11%	3%	-4	4.7	5%	1%[11.6 µM]	-1%
CCOc1ccccc1N1C(=O)CC(Sc2ccccc2N)C1=O (centres undefined)	2%	-14%	9%	2	-1.0	-1%	0%	x
O=C(NCc1ccc(Cl)cc1)C1CCN(S(=O)(=O)c2ccc(N3CCCC3=O)cc2)CC1	2%	-6%	16%	3	-3.3	-7%	0%	1%
CCc1nc2sc(C(=O)O)c(N)c2c2c1CCCC2	1%	-6%	0%	1	-0.2	-13%	-3%	-2%

Compound activity from PubChem.

This is a subset; the hit share may differ from the screen's.
